FLuc stim CS: firefly luciferase counter-screen for stimulation assays. P08659. ATPlite luciferase biochemical, luminescence, 10 min; 0 = ATP-free wells, 1 = DMSO control. activation factor at 10 µM. 200,000 tested, under 10 active;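 active means luciferase activation factor, scaled between plate controls, of at least 2 with compound at 10 µM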
Target sequence (P08659 whole entry, looked up): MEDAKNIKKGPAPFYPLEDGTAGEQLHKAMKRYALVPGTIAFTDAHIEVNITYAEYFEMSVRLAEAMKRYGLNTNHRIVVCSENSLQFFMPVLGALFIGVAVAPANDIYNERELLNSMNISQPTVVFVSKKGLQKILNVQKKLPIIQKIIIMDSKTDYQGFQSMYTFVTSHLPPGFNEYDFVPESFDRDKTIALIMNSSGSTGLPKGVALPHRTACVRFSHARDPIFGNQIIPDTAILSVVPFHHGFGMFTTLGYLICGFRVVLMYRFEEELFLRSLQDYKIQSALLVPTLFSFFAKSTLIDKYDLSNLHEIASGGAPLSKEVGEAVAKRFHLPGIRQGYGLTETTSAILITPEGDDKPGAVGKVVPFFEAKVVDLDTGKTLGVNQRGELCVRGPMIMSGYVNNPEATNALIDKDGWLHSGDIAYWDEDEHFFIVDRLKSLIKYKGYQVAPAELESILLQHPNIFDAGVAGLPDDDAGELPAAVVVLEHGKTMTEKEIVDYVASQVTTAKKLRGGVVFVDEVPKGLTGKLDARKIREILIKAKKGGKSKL
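Assay system – cell-free luciferase reagent · Medium – PBS-based ATP solution · Dosing – test compounds dosed from 2 mM stocks in 100% DMSO · Timing – 10 min, room temperature · Technique – light output (luminescence) · Measure – luminescence gain marking luciferase activators · Controls – No-ATP low control, compound-free enzyme-plus-ATP high control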
FLuc inh counter: Photinus pyralis luciferase inhibition counter-screen. ATPLite firefly luciferase biochemical luminescence, 10 min. hit rate 1.5% among 200,000. P08659. inhibition, % at 10 µM;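 active means inhibition above about 50% when tested at 10 µM, limit read from the data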
bIAP inh: intestinal alkaline phosphatase (bovine) inhibition; purified bovine IAP, CDP-star luminescence, 30 min; inhibition, % at 20 µM; 190,000 tested, under 10 active; AID 1019;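 active means over 50% inhibition of intestinal alkaline phosphatase at 20 µM in the single-dose screen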
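System: Purified bovine intestinal alkaline phosphatase (IAP) enzyme | Input: IAP diluted 1/65,000,000 in the well | Also added: CDP-star chemiluminescent phosphatase substrate, 30 µM final | Dosing: 20 µM single dose | Times: Enzyme reaction for 30 min at room temperature | Detection: Luminescence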
TNAP inh noacc: TNAP (human) inhibition, acceptor-free conditions. P05186. purified TNAP, CDP-star luminescence, 30 min. inhibition, % at 20 µM. hit rate 0.26% among 200,000;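 active means tissue-nonspecific alkaline phosphatase inhibition above about 50% at 20 µM in the single-dose screen, limit read from the data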;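 further: 0% = DMSO negative control and 100% = EDTA positive control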
Target sequence (P05186 whole entry, looked up): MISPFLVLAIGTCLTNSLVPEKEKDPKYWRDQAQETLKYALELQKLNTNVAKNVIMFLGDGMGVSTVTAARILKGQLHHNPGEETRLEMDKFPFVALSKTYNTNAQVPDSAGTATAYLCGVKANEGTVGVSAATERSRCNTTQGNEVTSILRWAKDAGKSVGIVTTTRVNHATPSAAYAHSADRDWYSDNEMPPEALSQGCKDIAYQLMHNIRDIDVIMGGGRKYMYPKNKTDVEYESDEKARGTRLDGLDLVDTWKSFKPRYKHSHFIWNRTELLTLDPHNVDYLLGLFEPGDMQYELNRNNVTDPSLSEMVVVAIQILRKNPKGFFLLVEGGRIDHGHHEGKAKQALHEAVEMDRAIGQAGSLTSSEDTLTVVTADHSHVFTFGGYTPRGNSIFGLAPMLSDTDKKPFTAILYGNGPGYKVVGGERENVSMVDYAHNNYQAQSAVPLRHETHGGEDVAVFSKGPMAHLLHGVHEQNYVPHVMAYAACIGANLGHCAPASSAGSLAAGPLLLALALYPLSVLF
RAM network inh: blocks the yeast RAM network. S. cerevisiae dse1pr::URA3 reporter, 5-FOA growth OD615, 2 d; analog-sensitive cbk1-as2 kinase mutant strain. inhibition, % at 50 µM. hit rate 1.8% among 190,000;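 active means inhibition above a set limit, 3 SD over mean compound inhibition, cut at about 8.4% in these data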;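 further: 0% = DMSO-only wells with no growth and 100% = 10 µM 1-NA-PP1 full growth; inhibition rescues growth on 5-FOA so higher OD means more RAM inhibition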
TNAP inh hi DEA: blocks human TNAP under high phosphate acceptor concentration. P05186. purified TNAP, CDP-star luminescence, 1 M DEA. inhibition, % at 20 µM. hit rate 0.03% among 200,000. AID 1135;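 active means over 50% inhibition of tissue-nonspecific alkaline phosphatase at 20 µM in the single-dose screen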;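 further: plate controls were DMSO wells for no effect and EDTA-quenched wells as full inhibition for full effect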
TNAP act hiacc: activators of human TNAP at high phosphate acceptor concentration | 200,000 tested, under 10 active | AID 1136 | purified TNAP, CDP-star luminescence, 1 M DEA, 30 min; hits give high values; 0 = EDTA background, 1 = DMSO-only activity | P05186 | activation factor at 20 µM;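 active means activation factor at least 2 at 20 µM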
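Test system – human TNAP · Doses – 20 µM single point · Incubation – 30 min, room temperature · Signal – luminescent substrate turnover signal · Read-out basis – activation factor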
Lmaj promast: reduces viability of Leishmania major promastigotes. resazurin fluorescence viability. inhibition, % at 10 µM. hit rate 9% among 200,000. AID 1063; in the data active means inhibition above about 50%;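 further: promastigotes grown with compound for 44 hours at 28 °C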
APP transl inh: APP translation inhibition; inhibition, % at 2 µM; SH-SY5Y APP 5'UTR-luciferase reporter, luminescence; hit rate 0.82% among 190,000;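 active means inhibition above a set limit, derived from the sample mean plus 3 SD, cut at about 45% in these data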; further: values of inactives mirror those of a sister screen read the other way
bIAP act: intestinal alkaline phosphatase (bovine) activation; activation factor at 20 µM; hit rate 0.17% among 200,000; AID 1016; purified bovine IAP, CDP-star luminescence, 30 min; hits give high values; fold of DMSO-control signal, blank-subtracted;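 active means activation factor of 2 or more at 20 µM, a signal rise over negative controls twice the positive control's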
Active calls of the source: *.

Results for COC(=O)c1ccccc1NC(=O)c1ccc2c(c1)OCCO2 ?
FLuc stim CS: 1; FLuc inh counter: 1.7; bIAP inh: 10.2; TNAP inh noacc: -8.8; RAM network inh: 1.2; TNAP inh hi DEA: -3.4; TNAP act hiacc: 1; Lmaj promast: -4.9; APP transl inh: -15.7; bIAP act: 0.9

Results for COCCn1nnnc1CN1CCC(Cc2ccccc2)CC1 ?
FLuc stim CS: 1; FLuc inh counter: -4.5; bIAP inh: 0.4; TNAP inh noacc: -5.8; RAM network inh: 2.1; TNAP inh hi DEA: -0.6; TNAP act hiacc: 1; Lmaj promast: -0.7; APP transl inh: 10.7; bIAP act: 1

What do the screens show for `CCCCOC(=O)Cn1c(=O)oc2ccc(C)cc21`?
FLuc stim CS: 1; FLuc inh counter: -4.5; bIAP inh: 10.4; TNAP inh noacc: -11.6; RAM network inh: 1.9; TNAP inh hi DEA: -1.4; TNAP act hiacc: 1; Lmaj promast: -6.6; APP transl inh: 1.1; bIAP act: 0.9

How did COc1ccccc1N1CCN(c2cc(N3CCCC3)nc(C)n2)CC1 do in these assays?
FLuc stim CS: 1; FLuc inh counter: -2.2; bIAP inh: -4.5; TNAP inh noacc: -2.7; RAM network inh: 0.1; TNAP inh hi DEA: -1.3; TNAP act hiacc: 1; Lmaj promast: 19.1; APP transl inh: 12.6; bIAP act: 1

What do the screens show for `Brc1ccc(-c2cnnc(N3CCCC3)n2)cc1`?
FLuc stim CS: 1; FLuc inh counter: -0.6; bIAP inh: 22.5; TNAP inh noacc: -0.7; RAM network inh: -0.3; TNAP inh hi DEA: -0.9; TNAP act hiacc: 1; Lmaj promast: -3.5; APP transl inh: -11.1; bIAP act: 0.8

How did O=C(Nc1cccc(F)c1)/C(=C\c1ccco1)NC(=O)c1cccs1 do in these assays?
FLuc stim CS: 1.1; FLuc inh counter: -9.2; bIAP inh: 8.4; TNAP inh noacc: 7.3; RAM network inh: 3.3; TNAP inh hi DEA: -4.2; TNAP act hiacc: 1; Lmaj promast: 2.9; APP transl inh: -5.6; bIAP act: 0.9

How did O=C(CN(Cc1ccc(Cl)c(Cl)c1)S(=O)(=O)c1ccccc1)N/N=C\c1ccc2c(c1)OCO2 do in these assays?
FLuc stim CS: 1.1; FLuc inh counter: -8.1; bIAP inh: 35.2; TNAP inh noacc: -7.9; RAM network inh: 3.6; TNAP inh hi DEA: -10.9; TNAP act hiacc: 1.1; Lmaj promast: 88.0*; APP transl inh: 7.7; bIAP act: 0.6

How did O=Cc1cn(CCC(=O)O)nc1-c1cccc2ccccc12 do in these assays?
FLuc stim CS: 1; FLuc inh counter: -0.5; bIAP inh: 1.7; TNAP inh noacc: -5.7; RAM network inh: 6.9; TNAP inh hi DEA: -1.0; TNAP act hiacc: 1; Lmaj promast: 8.0; APP transl inh: 19.8; bIAP act: 1

How did Cc1ccc(S(=O)(=O)n2nnc3ccccc32)c(C)c1C do in these assays?
FLuc stim CS: 1; FLuc inh counter: -4.1; bIAP inh: -2.5; TNAP inh noacc: 3.1; RAM network inh: 1.7; TNAP inh hi DEA: 2.4; TNAP act hiacc: 1; Lmaj promast: -0.9; APP transl inh: -18.6; bIAP act: 1

What do the screens show for `O=C(NCc1ccco1)c1cc(S(=O)(=O)N2CCOCC2)c(Cl)cc1Cl`?
FLuc stim CS: 1.1; FLuc inh counter: -6.3; bIAP inh: 10.1; TNAP inh noacc: -14.4; RAM network inh: 6.1; TNAP inh hi DEA: -6.9; TNAP act hiacc: 1.1; Lmaj promast: -3.4; APP transl inh: -5.7; bIAP act: 0.9

What do the screens show for `O=C(NC(=S)Nn1cnc2c(cnn2-c2ccccc2)c1=O)c1ccc(Cl)cc1`?
FLuc stim CS: 1; FLuc inh counter: -0.1; bIAP inh: -5.6; TNAP inh noacc: 18.8; RAM network inh: 3.3; TNAP inh hi DEA: 3.2; TNAP act hiacc: 1; Lmaj promast: -11.7; APP transl inh: 6.6; bIAP act: 1.1

How did COc1ccc(NC(=O)C2CCCN(C)C2)cc1OCC(C)C (stereo not given) do in these assays?
FLuc stim CS: 1; FLuc inh counter: 0.1; bIAP inh: -15.8; TNAP inh noacc: -5.3; RAM network inh: 0.2; TNAP inh hi DEA: 1.1; TNAP act hiacc: 1; Lmaj promast: 4.2; APP transl inh: 8.3; bIAP act: 1.2

What do the screens show for `CC(=O)Nc1ccc(S(=O)(=O)N(C)CC(=O)Nc2ccccc2N2CCOCC2)cc1`?
FLuc stim CS: 1.1; FLuc inh counter: -6.4; bIAP inh: 11.6; TNAP inh noacc: -10.3; RAM network inh: 1.2; TNAP inh hi DEA: -2.3; TNAP act hiacc: 1; Lmaj promast: -10.3; APP transl inh: 1.2; bIAP act: 0.9

What do the screens show for `COc1ccccc1/C=C(/C(=O)OCC(=O)Nc1ccccc1C(C)C)c1ccccc1`?
FLuc stim CS: 1; FLuc inh counter: -3.8; bIAP inh: 16.3; TNAP inh noacc: 2.2; RAM network inh: 11.9*; TNAP inh hi DEA: 2.5; TNAP act hiacc: 1; Lmaj promast: 0.6; APP transl inh: 8.7; bIAP act: 0.8

How did N#C/C(=C\c1ccc(N2CCOCC2)o1)C(=O)N1CCOCC1 do in these assays?
FLuc stim CS: 1.1; FLuc inh counter: -7.5; bIAP inh: -30.4; TNAP inh noacc: 33.1; RAM network inh: 2.8; TNAP inh hi DEA: 33.6; TNAP act hiacc: 0.7; Lmaj promast: 39.9; APP transl inh: -13.5; bIAP act: 1.3

Results for Cc1ccc(CC2CC(=O)N(c3nc(C)cc(C)n3)C2=O)cc1 (stereo not given) ?
FLuc stim CS: 1; FLuc inh counter: -1.8; bIAP inh: -5.7; TNAP inh noacc: -5.9; RAM network inh: 2.1; TNAP inh hi DEA: -2.3; TNAP act hiacc: 1; Lmaj promast: -5.0; APP transl inh: -11.8; bIAP act: 1.1

Results for CCCC/C(O)=C/c1nc2ccccc2[nH]c1=O ?
FLuc stim CS: 1; FLuc inh counter: -1.2; bIAP inh: 20.8; TNAP inh noacc: -2.8; RAM network inh: 3.5; TNAP inh hi DEA: 0.5; TNAP act hiacc: 1; Lmaj promast: -4.9; APP transl inh: -7.7; bIAP act: 0.8

Results for Cc1cc(C)cc(NC(=O)C(OC(=O)c2sccc2C)c2ccccc2)c1 (stereo not given) ?
FLuc stim CS: 1; FLuc inh counter: 1.6; bIAP inh: 34.2; TNAP inh noacc: -2.7; RAM network inh: 1.1; TNAP inh hi DEA: -3.2; TNAP act hiacc: 1; Lmaj promast: 47.8; APP transl inh: 8.6; bIAP act: 0.7

How did O=C(CSc1ccc(-c2cccs2)nn1)NCc1ccccc1Cl do in these assays?
FLuc stim CS: 0.9; FLuc inh counter: 7.6; bIAP inh: -55.2; TNAP inh noacc: -8.3; RAM network inh: 4.5; TNAP inh hi DEA: -3.7; TNAP act hiacc: 1; Lmaj promast: 14.1; APP transl inh: -8.8; bIAP act: 1.6

Results for CCOc1nc2ccccc2cc1/C=C/C(=O)O ?
FLuc stim CS: 1; FLuc inh counter: 2.0; bIAP inh: -13.3; TNAP inh noacc: -8.4; RAM network inh: 0.3; TNAP inh hi DEA: -6.3; TNAP act hiacc: 1.1; Lmaj promast: -7.7; APP transl inh: -3.7; bIAP act: 1.1

How did COc1cc(C)nc(N(C)C(C)=O)n1 do in these assays?
FLuc stim CS: 1.1; FLuc inh counter: -5.6; bIAP inh: 7.6; TNAP inh noacc: -7.9; RAM network inh: -0.3; TNAP inh hi DEA: -2.3; TNAP act hiacc: 1; Lmaj promast: -6.2; APP transl inh: 7.6; bIAP act: 0.9

What do the screens show for `Cc1ccc2cc(C#N)c(NCc3ccco3)nc2c1`?
FLuc stim CS: 1; FLuc inh counter: -4.5; bIAP inh: 11.0; TNAP inh noacc: -7.5; RAM network inh: 1.8; TNAP inh hi DEA: 2.7; TNAP act hiacc: 1; Lmaj promast: -1.9; APP transl inh: -3.8; bIAP act: 0.9

Results for O=C(/C=C/Nc1ccccc1F)c1cccs1 ?
FLuc stim CS: 0.1; FLuc inh counter: 94.7*; bIAP inh: -49.2; TNAP inh noacc: -5.1; RAM network inh: 4.7; TNAP inh hi DEA: 1.0; TNAP act hiacc: 1; Lmaj promast: -6.0; APP transl inh: -175.3; bIAP act: 1.5

What do the screens show for `Cc1cc(C)cc(N2C(=O)N(c3ccccc3C)C3CS(=O)(=O)CC32)c1` (stereo not given)?
FLuc stim CS: 1.1; FLuc inh counter: -7.8; bIAP inh: 3.5; TNAP inh noacc: -7.3; RAM network inh: -0.6; TNAP inh hi DEA: -2.9; TNAP act hiacc: 1; Lmaj promast: 0.6; APP transl inh: -12.0; bIAP act: 1

How did CCCOc1ccc(N2CC(C(=O)Nc3ccc4c(c3)OCO4)CC2=O)cc1 (stereo not given) do in these assays?
FLuc stim CS: 1.1; FLuc inh counter: -7.6; bIAP inh: 3.0; TNAP inh noacc: -5.7; RAM network inh: 0.2; TNAP inh hi DEA: -4.6; TNAP act hiacc: 1; Lmaj promast: -8.3; APP transl inh: -9.2; bIAP act: 1

How did COCCNC(=O)CNC(c1ccccc1)c1ccccc1 do in these assays?
FLuc stim CS: 1.1; FLuc inh counter: -5.8; bIAP inh: -12.9; TNAP inh noacc: 6.2; RAM network inh: -0.6; TNAP inh hi DEA: -2.1; TNAP act hiacc: 1; Lmaj promast: -6.8; APP transl inh: 4.3; bIAP act: 1.1

How did COc1ccc(N(CC(=O)N2CCC(Cc3ccccc3)CC2)S(C)(=O)=O)cc1 do in these assays?
FLuc stim CS: 1.1; FLuc inh counter: -5.2; bIAP inh: 2.7; TNAP inh noacc: -10.7; RAM network inh: 1.7; TNAP inh hi DEA: -4.8; TNAP act hiacc: 1; Lmaj promast: -3.9; APP transl inh: -24.3; bIAP act: 1

What do the screens show for `CC(C)CCOc1ccc(C(=O)C[N+]2(C)CCOCC2)cc1`?
FLuc stim CS: 1.1; FLuc inh counter: -5.0; bIAP inh: 36.6; TNAP inh noacc: 3.7; RAM network inh: -0.3; TNAP inh hi DEA: -3.2; TNAP act hiacc: 1; Lmaj promast: -2.5; APP transl inh: 1.6; bIAP act: 0.6

How did Cc1ccc(C(=O)Nc2nnc(C3CCCCC3)s2)o1 do in these assays?
FLuc stim CS: 0.5; FLuc inh counter: 52.5*; bIAP inh: 20.2; TNAP inh noacc: -6.7; RAM network inh: 1.8; TNAP inh hi DEA: -1.0; TNAP act hiacc: 1; Lmaj promast: -4.5; APP transl inh: -112.7; bIAP act: 0.8

How did COc1ccc2c(c1)C(c1ccc(C)o1)=NNC(c1ccccc1)=N2 do in these assays?
FLuc stim CS: 1; FLuc inh counter: -2.4; bIAP inh: 9.5; TNAP inh noacc: -2.4; RAM network inh: 0.6; TNAP inh hi DEA: -1.1; TNAP act hiacc: 1; Lmaj promast: 5.7; APP transl inh: -24.2; bIAP act: 0.9

How did CCCCCCCc1c(C)nc(N2CCOCC2)[nH]c1=O do in these assays?
FLuc stim CS: 1; FLuc inh counter: -3.4; bIAP inh: 13.2; TNAP inh noacc: -9.4; RAM network inh: -0.3; TNAP inh hi DEA: -0.8; TNAP act hiacc: 1; Lmaj promast: 3.7; APP transl inh: -14.9; bIAP act: 0.9
